Source: PubChem BioAssay (several laboratories)
BoNT F protease: BoNT/F light chain protease inhibitors, primary screen, biochemical, flow cytometry, MLPCN library | inhibition, % at 10 µM | Multiplex microsphere protease cleavage assay | 360,000 tested, 0.22% active | AID 588497, 2011; in the data active = inhibition above about 35%, passing the limit was not always enough; inconclusive = no clear call, values can overlap the other calls; note: plate controls were buffer without enzyme for full effect and enzyme alone for no effect
Yp Topo-I inh: Yersinia pestis topoisomerase I inhibitors, primary screen, biochemical, cleavage product accumulation, plate reader, single point | DNA topoisomerase I (Yersinia pestis CO92) | Y. pestis Topo-I cleavage product accumulation | activity, % at 10 µM | 360,000 tested, 0.064% active | AID 504884, 2011; in the data active = activity above about 50%, passing the limit was not always enough; inconclusive = no clear call, values can overlap the other calls; note: inactives centre near 2
FadD28 binding: inhibitors of FadD28 bisubstrate probe binding, primary screen, biochemical, fluorescence polarization, single point. Mycobacterium tuberculosis FadD28 fatty-acid-AMP ligase. inhibition, % at 12.5 µM. 360,000 tested, 0.22% active. AID 588549, 2011; in the data active = inhibition above about 8.5%, passing the limit was not always enough; inconclusive = no clear call, values can overlap the other calls
BoNT-A LC inh2: BoNT/A light chain protease inhibitors, primary screen, biochemical, flow cytometry, MLPCN library. Botulinum neurotoxin type A light chain protease (Clostridium botulinum A str. ATCC 3502). multiplex microsphere protease substrate cleavage. inhibition, % at 10 µM. 360,000 tested, 0.17% active; note: plate controls were buffer without enzyme for full effect and enzyme alone for no effect
TcdB inh: TcdB glycohydrolase inhibitors, primary screen, biochemical, single point, plate reader; Toxin B (Clostridioides difficile), P18177; TcdB glycohydrolase enzymatic assay; inhibition, % at 9.99 µM; 350,000 tested, 0.24% active; in the data active = inhibition above about 10%
PrPC TRFRET: inhibitors of human cell surface prion protein PrPC, primary screen, cell-based, TR-FRET; AID 720596, 2013; 370,000 tested, 0.43% active; Major prion protein (Homo sapiens), P04156; inhibition, % at 13.8 µM; TR-FRET read-out; in the data active = inhibition above about 24%; note: 0% = median of the test wells and 100% = reference compound wells
PfHsp40 yeast: rescue of yeast from PfHsp40 toxicity, primary screen, S. cerevisiae, ATP luminescence; S. cerevisiae expressing PfHsp40, growth rescue; 340,000 tested, 0.68% active; growth rescue, % at 12.5 µM; AID 504582, 2011; in the data active = growth rescue above about 28%, passing the limit was not always enough; inconclusive = no clear call, values can overlap the other calls;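 note: yeast W303a lacking pdr1 and pdr3 grown in galactose medium; growth measured after three days at 30 °C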
Anthrax LF prot: Bacillus anthracis LF protease inhibitors, primary screen, biochemical, multiplex microsphere, MLPCN library; 360,000 tested, 0.12% active; multiplex microsphere protease cleavage assay; inhibition, % at 10 µM; note: plate controls were buffer without enzyme for full effect and enzyme alone for no effect
Target sequence (P15917 whole entry, looked up): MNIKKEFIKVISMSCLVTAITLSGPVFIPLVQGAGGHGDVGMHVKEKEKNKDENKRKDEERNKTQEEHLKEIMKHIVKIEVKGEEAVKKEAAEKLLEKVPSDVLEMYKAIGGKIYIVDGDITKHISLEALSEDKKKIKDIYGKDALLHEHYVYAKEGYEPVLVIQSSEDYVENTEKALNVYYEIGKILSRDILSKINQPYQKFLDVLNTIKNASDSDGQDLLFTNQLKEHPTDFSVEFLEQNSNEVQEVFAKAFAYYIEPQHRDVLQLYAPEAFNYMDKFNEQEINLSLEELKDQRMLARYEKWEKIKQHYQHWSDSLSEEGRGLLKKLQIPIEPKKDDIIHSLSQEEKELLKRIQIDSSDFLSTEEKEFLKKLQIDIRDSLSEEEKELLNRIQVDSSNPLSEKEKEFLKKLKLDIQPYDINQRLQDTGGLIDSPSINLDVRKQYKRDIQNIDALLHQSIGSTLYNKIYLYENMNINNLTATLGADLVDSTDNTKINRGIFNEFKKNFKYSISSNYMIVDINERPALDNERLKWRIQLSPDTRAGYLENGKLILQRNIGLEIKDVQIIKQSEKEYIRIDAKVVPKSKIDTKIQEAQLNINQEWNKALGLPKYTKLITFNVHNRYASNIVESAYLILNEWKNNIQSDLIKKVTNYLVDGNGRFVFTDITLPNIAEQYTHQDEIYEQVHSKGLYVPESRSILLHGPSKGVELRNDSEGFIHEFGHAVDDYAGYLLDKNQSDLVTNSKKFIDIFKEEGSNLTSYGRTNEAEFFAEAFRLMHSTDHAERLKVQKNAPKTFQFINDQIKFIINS
CCHFV vOTU inh: CCHFV vOTU protease inhibitors, primary screen, biochemical, Pep-AMC substrate, fluorescence | 370,000 tested, 0.55% active | inhibition, % at 11.5 µM | AID 651958, 2012 | Crimean-Congo hemorrhagic fever virus L polyprotein viral ovarian tumor (vOTU) protease …; in the data active = inhibition above about 30%; note: 0% = vehicle wells with enzyme and 100% = no enzyme wells
An asterisk follows results filed as active; ? = inconclusive; . = not tested or not shown; & = joins results of further samples. Cut-off read from the data, not from the text of the source, unless noted: active = inhibition above about 30%; inconclusive = no clear call, values can overlap the other calls; inactive = below that.

Values run as follows: BoNT F protease	Yp Topo-I inh	FadD28 binding	BoNT-A LC inh2	TcdB inh	PrPC TRFRET	PfHsp40 yeast	Anthrax LF prot	CCHFV vOTU inh
> COc1cc(/C=C/C(=O)OCC(=O)NC(=O)NC(C)(C)C)cc(OC)c1OC
    -3	1	-2.6	-0.1	3.3	0	-2.3	-3	-3
> O=C(CN1CCN(S(=O)(=O)c2ccc(F)c(Cl)c2)CC1)N1CCc2ccccc21
    -2	30	-4.8	0.1	0.8	0	3.0	-2	-10
> O=c1[nH]c2ccccc2nc1/C=C/c1ccc(F)cc1
    -8	4	-5.6	8.1	0.3	-5	0.5	-1	-3
> CCOC(=O)CSc1nnc(CNc2ccccc2Cl)n1-c1ccccc1
    2	29	-3.0	0.7	.	5	0.6	2	-6
> Cn1c(N)c(C(=O)COC(=O)COc2cc(Cl)c(Cl)cc2Cl)c(=O)n(C)c1=O
    -5	8	-3.3	0.8	1.7	-2	-0.3	-5	8
> Cc1cccc2cc(C3CC(c4ccco4)=NN3C(=O)CCC(=O)O)c(Cl)nc12 (stereo not given)
    -4	2	0.1	0.0	0.9	2	-0.9	-1	-6
> O=C(C[C@@H]1C/C=C\C[C@H](Cc2ccc(F)cc2)C(=O)OC[C@@H]2CCCN2C1=O)N[C@H](CO)Cc1ccccc1
    3	26	-1.7	0.6	0.5	-1	-0.5	1	-4
> CCN(CC(=O)Nc1c(F)cccc1F)C(=O)CN1C(=O)NC2(CCCC2)C1=O
    .	0	-4.4	.	1.9	-7	-0.9	.	-5
> CCOc1cc(/C=N/NC(=O)c2ccncc2)ccc1OC(=O)c1ccccc1
    .	12	-3.7	.	0.9	4	-2.0	.	11
> Cc1ccc(-c2ccccc2)n1-c1ccc(C(=O)O)cc1
    -2	-2	-1.8	0.0	-4.2	5	-0.5	-3	4
> CCc1nc2oc3ccccc3c(=O)c2c(=O)n1Cc1ccccc1
    -2	9	0.2	-0.6	.	5	-2.1	-4	-16
> COc1ccc(CN(CC2CCC(C(=O)O)CC2)C(=S)Nc2cccc(C)c2)cc1 (stereo not given)
    5	5	-0.3	0.4	0.2	2	-0.7	-4	1
> Cc1ncc(CN2CCC(n3nccc3NC(=O)c3ccccc3)CC2)s1
    -2	3	.	-1.6	1.7	-11	-0.1	-3	7
> CC(C)N1CCN(Cc2ccccc2-c2ccco2)CC1CCO (stereo not given)
    -2	-10	-0.7	-0.4	0.5	-8	-0.4	-1	1
> CCOc1ccc(C(=O)NCCN2CCCCC2)c(OCC)c1
    16	9	-4.4	0.5	0.3	-9	-1.6	-2	-4
> N#CCCn1cc(/C=N/O)c(-c2ccc(Cl)cc2)n1
    1	4	0.4	0.7	.	-1	-0.5	-3	0
> COc1cc(C(=O)NCCCN2CCCC2=O)cc(Br)c1OCc1ccccc1
    -4	7	-2.2	-1.6	1.0	0	1.2	-1	14
> O=Nc1c(O)n(Cc2ccc(Cl)cc2)c2ccccc12
    -26	27	-3.0	-1.0	.	-3	12	-5	-1
> Nc1nc(SCC(=O)Nc2ccccc2)[nH]c(=O)c1-c1ccccc1
    33	5	-0.3	27	1.3	9	-1.0	-28	-9
> OCCN1CCN(C(=S)c2ccc(-c3ccccc3)cc2)CC1
    .	-6	-5.3	.	0.1	-2	-0.3	.	-10

Three entries out of the list, ordered by SMILES length, largest number first.
Values run as follows: BoNT F protease	Yp Topo-I inh	FadD28 binding	BoNT-A LC inh2	TcdB inh	PrPC TRFRET	PfHsp40 yeast	Anthrax LF prot	CCHFV vOTU inh
> CCOc1cc(/C=N/NC(=O)c2ccncc2)ccc1OC(=O)c1ccccc1
    .	12	-3.7	.	0.9	4	-2.0	.	11
> CCc1nc2oc3ccccc3c(=O)c2c(=O)n1Cc1ccccc1
    -2	9	0.2	-0.6	.	5	-2.1	-4	-16
> CCOc1ccc(C(=O)NCCN2CCCCC2)c(OCC)c1
    16	9	-4.4	0.5	0.3	-9	-1.6	-2	-4

Going on with the list.
Values run as follows: BoNT F protease	Yp Topo-I inh	FadD28 binding	BoNT-A LC inh2	TcdB inh	PrPC TRFRET	PfHsp40 yeast	Anthrax LF prot	CCHFV vOTU inh
> Cc1ccc(OCC(=O)N2CCN(C(=O)c3cccc(F)c3)CC2)cc1
    7	-12	-0.6	0.4	2.1	3	1.3	0	6
> CCOC(=O)c1cc(CC)sc1NC(=O)COC(=O)C1CCC1
    4	30	-2.9	1.9	0.4	3	-0.7	-2	3
> CC(=O)C1(c2ccccc2)CCN(C(=O)C2CCC(=O)N(CCc3cccc(F)c3)C2)CC1 (stereo not given)
    -9	26	-2.9	-0.6	-0.9	3	1.6	-1	4
> CC1C[N+](=C2C=C(N3CCOCC3)CC(C)(C)C2)CC(C)O1 (stereo not given)
    -9	0	-1.1	-0.4	0.9	-1	0.0	1	21
> CC(Cc1ccccc1)NCCC(c1ccccc1)c1ccccc1 (stereo not given)
    -14	6	-2.5	0.0	1.3	-12	1.5	-8	5
> COc1ccc(C(=O)CC(=O)C(=O)Nc2ccc(OC)c(Cl)c2)cc1
    3	-5	0.4	-2.0	-2.7	5	-0.2	2	-11
> O=C(NCC(c1ccco1)N1CCc2ccccc2C1)C(=O)Nc1ccc(F)cc1F (stereo not given)
    -10	42	-2.6	-0.3	-1.8	1	-0.4	-5	-6
> O=C(CNC(=O)c1ccccn1)N=Nc1c(O)[nH]c2ccccc12
    1	-10	-2.0	0.7	0.1	-31	-0.5	7	-12
> c1ccc(Oc2ccc(-c3cc(NCCc4cccnc4)n4nccc4n3)cc2)cc1
    -10	3	-4.4	-0.2	1.1	10	.	-8	-5
> CCC1CCCCN1Cc1nc2c(c(=O)n(C)c(=O)n2C)n1CCC(C)C (stereo not given)
    11	12	-4.7	0.3	-1.2	10	-1.4	-6	11
> CCn1ccnc1CN(C)Cc1nc(Cc2cccc(C(F)(F)F)c2)no1
    4	-3	-2.3	-0.9	0.2	-5	-0.9	0	0
> CCOc1ccc(Cl)cc1/C=N/NC(=O)c1ccccc1
    -7	8	0.1	-0.5	2.9	-1	-0.5	-2	8
> CN(C(=O)c1cccc(NC(=O)Cc2ccc(NC(=O)C3CCN(C(=O)CCc4ccccc4)CC3)cc2)c1)C1CCCCC1
    -10	-15	-2.2	-0.2	0.2	-4	-0.1	-8	13
> CC(=O)N1c2ccc(S(=O)(=O)NCCC(=O)Nc3ncccc3C)cc2CC1C (stereo not given)
    2	4	0.4	1.1	-0.8	6	-0.2	-4	10
> CCOn1c(=O)c(=O)n(OC)c2ccccc21
    1	-1	-1.7	0.6	0.2	0	-0.7	-4	-3
> CC(C)Cn1c(N)c(C(=O)CSc2nc3ccccc3n2C)c(=O)n(C)c1=O
    8	2	0.4	-0.4	.	-1	0.7	-4	-3
> Cc1cc(/C=C2\C(=O)NC(=O)N(c3ccc(F)cc3)C2=O)c(C)n1-c1ccc(C(=O)O)cc1
    4	4	-8.3	0.0	1.0	4	-0.2	-4	2
> CCOC(=O)c1nnn(CC(=O)Nc2cccc(Cl)c2C)c1C(=O)OCC
    -5	2	-2.1	0.0	.	6	0.0	3	2
> Cc1ccc(C(C)NC(=O)Cn2nc(C)c([N+](=O)[O-])c2C)cc1 (stereo not given)
    -20	-1	-3.9	-3.2	.	1	-0.1	-5	3
> Cc1cc(C(=O)CSc2nc(N)cc(=O)[nH]2)c(C)n1CCc1ccc(F)cc1
    -1	6	-13	-0.4	.	5	-1.4	4	9

Additional records.
Values run as follows: BoNT F protease	Yp Topo-I inh	FadD28 binding	BoNT-A LC inh2	TcdB inh	PrPC TRFRET	PfHsp40 yeast	Anthrax LF prot	CCHFV vOTU inh
> C=CCOc1ccc(/C=C2\N=C(C)OC2=O)cc1OC
    ?	3	-4.2	?	1.1	8	0.7	4	13
> O=C(C1=C[C@H](c2ccc(C(F)(F)F)cc2)C[C@H](OCCCCO)O1)N1CCN(Cc2ccccc2)CC1
    6	9	-4.2	-0.3	0.0&-0.2	4	-0.5	-4	4
> CCOC(=O)N1CCN(C(=O)CSCc2ccc(Cl)cc2)CC1
    -2	1	-2.9	-0.3	.	1	0.0	-3	11
> CCC(=O)N1CCc2cc(S(=O)(=O)NC(C(=O)N3CCc4ccccc4C3)C(C)C)ccc21 (stereo not given)
    -4	5	1.4	-3.7	.	1	-1.8	-15	-5
> CC(C)(C)[C@@H]1COC(=O)[C@@H](NC(=O)OCC2c3ccccc3-c3ccccc32)C/C=C\C[C@@H](CC(=O)NCCO)C(=O)N1
    -3	10	-2.1	-0.1	-0.6	2	-0.5	-6	3
> Cc1ccccc1C(=O)N1CCC(C(=O)Nc2ccccc2Cl)CC1
    -4	-2	-3.5	0.6	-4.2	4	0.1	1	18
> COc1cccc(/C=C/C(=O)OCC(=O)N(C)CC(=O)Nc2ccccc2Cl)c1OC
    2	15	-3.4	1.8	1.2	-4	0.3	-1	-8
> O=C(Nc1cccs1)N1CCN(c2ncccn2)CC1
    9	0	-4.1	-0.4	0.4	-4	-0.3	-7	6
> CCC(=O)c1ccc(OCC(=O)OCC(=O)Nc2ccc(C)c(S(=O)(=O)N3CCCCC3)c2)cc1
    -3	11	.	0.7	-0.4	-3	-0.6	6	2
> CC1(C)[C@H]2CC[C@]1(C)[C@@H](OC(=O)C[N+]1(C)CCOCC1)C2
    -14	2	-1.3	-0.4	-0.2	0	2.3	-2	-6
> COc1ccc(-n2cnnc2SCC(=O)Nc2cc(C)on2)cc1
    2	9	-3.3	0.9	0.7	3	-1.6	-9	-4
> Cc1ccc(OC(F)F)c(N2C(=O)C3C4CCC(O4)C3C2=O)c1 (stereo not given)
    -6	-1	-2.0	-0.9	-0.8	2	1.3	0	-1
> O=C(CSc1n[nH]c(C2CCCC2)n1)NC1CCCC1
    -6	8	-0.1	-1.2	.	-2	1.4	-2	-2
> CCC(=O)NC(c1cccs1)c1cc([N+](=O)[O-])c2cccnc2c1O (stereo not given)
    -13	-6	2.3	-2.8	-0.4	-17	-0.3	-2	38*
> CC(=N)c1c(O)c2ccccc2oc1=O
    -3	-3	-3.7	-0.2	1.4	-6	-0.8	-9	-2

Pulled by structure from the entries so far (2):
Values run as follows: BoNT F protease	Yp Topo-I inh	FadD28 binding	BoNT-A LC inh2	TcdB inh	PrPC TRFRET	PfHsp40 yeast	Anthrax LF prot	CCHFV vOTU inh
> CC(C)(C)[C@@H]1COC(=O)[C@@H](NC(=O)OCC2c3ccccc3-c3ccccc32)C/C=C\C[C@@H](CC(=O)NCCO)C(=O)N1
    -3	10	-2.1	-0.1	-0.6	2	-0.5	-6	3
> CCC(=O)N1CCc2cc(S(=O)(=O)NC(C(=O)N3CCc4ccccc4C3)C(C)C)ccc21 (stereo not given)
    -4	5	1.4	-3.7	.	1	-1.8	-15	-5
